# RGS4 inh = Inhibitors of Regulator of G Protein Signaling (RGS) 4: qHTS; Transcreener GDP fluorescence polarization, RGS4-accelerated GTP hydrolysis; Potency, µM (doses to about 114 µM), for the others: at the top dose activity change, negative = inhibition, usual class: inhibitors; hit rate 0.039% among 390,000; AID 504845, 2011; further: potency means the concentration at half of the fitted maximal effect; on the % scale 0 is the no-effect control and ±100 the full control effect; nearly all actives have a fitted effect of over 75% in size; some results filed as inactive show a strong effect at the top dose
# Target sequence (P49798 whole entry, looked up): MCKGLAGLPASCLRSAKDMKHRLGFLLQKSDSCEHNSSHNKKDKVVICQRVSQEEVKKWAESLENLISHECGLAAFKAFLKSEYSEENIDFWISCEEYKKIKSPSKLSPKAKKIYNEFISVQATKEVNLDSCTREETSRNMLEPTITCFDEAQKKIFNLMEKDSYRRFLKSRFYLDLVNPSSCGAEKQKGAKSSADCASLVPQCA
#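 MLSMR compounds (23 nl, pin-transferred) preincubated 10 min at room temperature with a 500nM (2x) first reagent, then RGS4 at 900nM (2x) plus Transcreener GDP mix added; fluorescence polarization (620/688 nm) read before and after 90 min at 30 °C.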
# TrxR1 inh = qHTS Assay for Inhibitors of Mammalian Selenoprotein Thioredoxin Reductase 1 (TrxR1): qHTS | Thioredoxin reductase 1, cytoplasmic (Rattus norvegicus), O89049 | recombinant rTrxR1, NADPH fluorescence consumption, selenite substrate | Potency, µM (top dose mostly 114 µM), without a hit: top-dose activity change, negative = inhibition, hits mostly inhibitors | hit rate 1% among 390,000; further: potency means the concentration at half of the fitted maximal effect; on the % scale 0 is the no-effect control and ±100 the full control effect; nearly all actives have a fitted effect of over 65% in size
#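 Rat TrxR1 (90 nM in the dispensed reagent) was pre-reduced with 400 uM NADPH for 5 min at room temperature, then incubated with compound for 15 min. After 400 uM selenite was added, NADPH fluorescence (Ex 340/Em 450 nm) was followed for 8 min.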
# Vif-A3G inh = qHTS for Inhibitors of Vif-A3G Interactions: qHTS. DNA dC->dU-editing enzyme APOBEC-3G (Homo sapiens), Q9HC16. HeLa A3G-eYFP + Vif (tagged APOBEC3G with the HIV-1 protein that degrades it), YFP fluorescence, overnight. Potency, µM (top dose mostly 46.1 µM), for inactives: at the top dose activity, negative = active, most hits filed as inhibitors. hit rate 0.076% among 410,000. AID 602310, 2012;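 further: potency means the concentration at half of the fitted maximal effect; on the % scale 0 is the no-effect control and ±100 the full control effect; nearly all actives have a fitted effect of over 60% in size; hits raise eYFP signal because A3G escapes Vif-driven loss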
#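 HeLa cells stably expressing Vif and C-terminally eYFP-tagged A3G, seeded overnight at 37 deg C, then exposed to compound by pintool overnight at 37 deg C. Rise in yellow fluorescence (Ex 488/Em 500-530, Acumen) marks blocked Vif-driven A3G degradation.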
# Glioma ERSR ind = qHTS for Inducers of the Endoplasmic Reticulum Stress Response (ERSR) in Human Glioma: qHTS. U87-MG GRP78 promoter luciferase reporter, 16 h. Potency, µM, for the others: at the top dose activation, usual class: activators. hit rate 0.02% among 420,000; further: potency means the concentration at half of the fitted maximal effect; series mostly up to about 76 µM; % of control where 0% means no effect; nearly all actives have a fitted effect of over 35% in size
#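 Stably transfected U87-MG human glioma cells carrying a GRP78-based luminescent sensor were seeded at 1000 cells/well, pin-dosed with compounds and incubated 16 h. Luciferase reagent was then added, and end-point luminescence was read after 10 min at room temperature.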
# Vif-APOBEC3F blk = qHTS for Inhibitors of Vif-A3F Interactions: qHTS. HeLa A3F-eYFP + Vif (tagged APOBEC3F with the HIV-1 protein that degrades it), YFP fluorescence increase. hit rate 0.2% among 390,000. Potency, µM (series often up to 46.1 µM), for the others: at the top dose activity, negative = active. AID 602313, 2012; further: potency means the concentration at half of the fitted maximal effect; % of control where 0% means no effect; nearly all actives have a fitted effect of over 65% in size
#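 HeLa cells stably expressing Vif plus C-terminally eYFP-tagged A3F were seeded, incubated overnight at 37 deg C, dosed with compound, incubated overnight again at 37 deg C. Yellow fluorescence (Ex 488/Em 500-530) reported blocked Vif-mediated A3F-eYFP degradation.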
# USP1 inh = Inhibitors of USP1/UAF1: Primary Screen | Potency, µM (doses to about 57.1 µM), for the others: top-dose activity change, negative = inhibition, hits mostly inhibitors | recombinant USP1/UAF1, Ub-Rhodamine cleavage fluorescence | hit rate 0.23% among 390,000 | AID 743255, 2014; further: potency means the concentration at half of the fitted maximal effect; on the % scale 0 is the no-effect control and ±100 the full control effect; nearly all actives have a fitted effect of over 60% in size; inactives centre near -12
# Target sequence (O94782 whole entry, looked up): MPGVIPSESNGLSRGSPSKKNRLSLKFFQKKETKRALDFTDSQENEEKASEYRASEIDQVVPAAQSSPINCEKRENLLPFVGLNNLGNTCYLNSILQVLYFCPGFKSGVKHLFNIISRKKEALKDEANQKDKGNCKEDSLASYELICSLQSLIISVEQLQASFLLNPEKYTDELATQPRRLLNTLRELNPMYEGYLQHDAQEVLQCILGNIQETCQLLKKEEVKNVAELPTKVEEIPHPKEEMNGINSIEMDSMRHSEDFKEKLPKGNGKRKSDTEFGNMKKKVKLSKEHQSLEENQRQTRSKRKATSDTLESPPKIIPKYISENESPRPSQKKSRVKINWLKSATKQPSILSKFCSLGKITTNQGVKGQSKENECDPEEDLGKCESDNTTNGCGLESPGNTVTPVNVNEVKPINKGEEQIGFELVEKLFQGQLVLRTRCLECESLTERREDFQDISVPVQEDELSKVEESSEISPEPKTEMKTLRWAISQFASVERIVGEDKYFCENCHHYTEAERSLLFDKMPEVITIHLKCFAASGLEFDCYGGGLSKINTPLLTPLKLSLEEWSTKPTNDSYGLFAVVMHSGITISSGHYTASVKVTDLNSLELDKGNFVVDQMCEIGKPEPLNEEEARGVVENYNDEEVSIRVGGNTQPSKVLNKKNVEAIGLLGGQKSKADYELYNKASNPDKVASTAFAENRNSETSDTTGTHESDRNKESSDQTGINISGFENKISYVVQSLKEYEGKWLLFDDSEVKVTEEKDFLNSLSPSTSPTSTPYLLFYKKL
#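 USP1/UAF1 complex (1 nM) preincubated 15 min at room temperature with compound, then Ub-Rho substrate (150 nM final) added. Kinetic fluorescence at 480/540 nm over 6 reads at 60 s intervals; 50 mM HEPES pH 7.8, 0.5 mM EDTA, 0.1 mg/ml BSA, 1 mM TCEP, 0.01% Tween-20.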
# TrxR1 substrate = qHTS Assay for Substrates of Mammalian Selenoprotein Thioredoxin Reductase 1 (TrxR1): qHTS; AID 588456, 2011; Potency, µM (series often up to 114 µM), for the others: top-dose activity change, negative = substrate turnover; Thioredoxin reductase 1, cytoplasmic (Rattus norvegicus), O89049; purified TrxR1 substrate turnover, NADPH consumption readout; hit rate 0.01% among 390,000; further: potency means the concentration at half of the fitted maximal effect; on the % scale 0 is the no-effect control and ±100 the full control effect; nearly all actives have a fitted effect of over 50% in size
#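 Rat TrxR1, dispensed at 90 nM, was prereduced with 400 uM NADPH (final) for 5 min at ~22 deg C, then incubated with compound 15 min before 400 uM selenite. A first-read NADPH fluorescence drop versus no-compound background flagged substrates.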
# LDHA inh = qHTS assay for inhibitors of human lactate dehydrogenase; L-lactate dehydrogenase A chain (Homo sapiens), P00338; purified LDHA, NADH/diaphorase-resazurin fluorescence; stronger effect = lower value; activity change, % (values are at about 110 or 230 µM); hit rate 0.15% among 480,000; AID 1347041, 2019; in the data active means activity change below about -30%; inconclusive means mostly about -25% to -30%;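 further: plate controls were DMSO wells for no effect and wells without enzyme for full effect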
#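 Human LDH5 at 2 nM final in Tris HCl pH 7.4 with 0.06 mM NADH and 0.2 mM pyruvate, reacted 5 minutes at room temperature. Remaining NADH coupled via diaphorase/resazurin; resorufin fluorescence read at 0 and 20 minutes, normalized to enzyme-free and DMSO wells.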
# mIDH1 inhibitor = qHTS for Inhibitors of mutant isocitrate dehydrogenase 1 (IDH1): qHTS | IDH1-R132H enzyme, NADPH consumption, diaphorase/resazurin fluorescence | Isocitrate dehydrogenase [NADP] cytoplasmic (Homo sapiens), O75874 | hit rate 0.093% among 390,000 | Potency, µM (titrated, usually from 76.6 µM), for inactives: top-dose activity change, negative = inhibition, most hits filed as inhibitors; further: potency means the concentration at half of the fitted maximal effect; on the % scale 0 is the no-effect control and ±100 the full control effect; nearly all actives have a fitted effect of over 65% in size
#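 IDH1-R132H (0.5 ug/mL dispensed) in pH 7.5 Tris buffer was preincubated 30 min with compound, then given a substrate mix of 0.016 mM NADPH and 2 mM alpha-KG for 80 min at room temperature; remaining NADPH was read by diaphorase/resazurin fluorescence.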
# * marks the source's active call; other numbers are inactive results; ? = inconclusive; . = no result given; & = joins results of further samples; [ ] = dose if it differs, or a comment. Unless noted, the call rests on the fitted dose curve; in most records, active means well fitted curve in the direction sought with a large enough effect; inconclusive means small, poorly fitted or top-dose-only effect, or another doubt; inactive means no such curve, though single readings can be large; an effect the other way counts as inactive or inconclusive. Not all compounds are listed (hit frequency here may not be typical).
SMILES,RGS4 inh,TrxR1 inh,Vif-A3G inh,Glioma ERSR ind,Vif-APOBEC3F blk,USP1 inh,TrxR1 substrate,LDHA inh,mIDH1 inhibitor
Cc1c2c(n3c(nc4ccccc43)c1C#N)N(CCN(C)C)CC2,5%,9%[11.4 µM],1%,-5%,1%,-10%,41%[activator][11.4 µM],0,4%
COc1ccc2c(c1)Cc1sc(NC(=O)c3cccc(Br)c3)nc1-2,-12%,12%[57.1 µM],-1%,-8%,-1%,-23%,-3%[57.1 µM],19,39%[activator]
Cc1ccc(/C=C/C(=O)OCC(=O)Nc2cccc(S(=O)(=O)N(C)C)c2)o1,-33%,?,1%,2%,3%,-14%,-19%,-3,5%
C[n+]1cccc(/C=N/NC(=O)CC23CC4CC(CC(C4)C2)C3)c1,-6%,6%,9%,6%,20%,-19%,-7%,-15,2%
Oc1ccc(Br)cc1/C=N/NC(=S)NCCc1ccccc1,-33%,-21%,-5%,-12%,0%,-20%,-3%,-9,5%
COc1ccc(NC(=O)Cn2c(=O)oc3cc(S(=O)(=O)NC4CCCC4)ccc32)cc1OC,16%,16%[57.1 µM],1%,0%,-1%,-8%,0%[57.1 µM],-11,0%
Cc1ccc(C(=O)OCC(=O)Nc2c(C)nn(-c3ccccc3)c2C)c(O)c1,.,.,-1%,-4%,0%,-13%,.,1,-9%
CCC1CCCCN1C(=O)c1nn(-c2ccc(C)cc2)c(=O)c2c1c1ccccc1n2C (stereo not given),-1%,13%,.,.,.,-25%,-4%,-2,.
CC(C)(C)c1csc(NC(=O)c2ccc(Br)o2)n1,-1%,8%,-9%,3%,-2%,-27%,-6%,-1,0%
O=S1(=O)C2CC3C=CC2(O3)C(OCc2ccc(Cl)c(Cl)c2)C(Cc2ccccc2)N1Cc1ccc(Cl)c(Cl)c1 (stereo not given),8%,-3%,1%,-2%,.,.,0%,.,.
COC(C(=O)Nc1ccc(C(N)=O)cc1)c1ccccc1 (stereo not given),-21%,15%,-6%,-4%,3%,-15%,9%,-18,-1%
Cc1c(-c2ccccc2Br)nc2ccccc2c1C(=O)O,-8%,-5%,0%,-3%,11%,-20%,-2%,-18,2%
O=C(NC(=O)c1ccccc1O)c1ccc2c(c1)CCO2,-11%,21%[11.4 µM],2%,-14%,12%,-1%,4%[11.4 µM],2,4%
CNS(=O)(=O)c1ccc(NC(=O)c2ccccn2)cc1,-4%,-7%[57.1 µM],2%,-3%,-7%,7%,3%[57.1 µM],1,4%
O=C1CCC([N+](=O)[O-])C(c2cccc([N+](=O)[O-])c2)N1 (stereo not given),4%,14%[57.1 µM],-2%,-6%,-24%,-22%,5%[57.1 µM],1,-1%
CCOC(=O)c1c(NC(=O)COC(=O)c2nccnc2N)sc(C(=O)N(C)C)c1C,-15%,?,2%,-3%,2%,4%,79%[activator],-6,-2%
O=C(O)C1CCCCN1S(=O)(=O)c1cccc2nsnc12 (stereo not given),-17%,-14%,0%,-1%,-9%,-17%,-11%,2,4%
C=CCN1CC(O)=C(c2ccccc2)C1=N,27%,16%,0%,-5%,-2%,9%,6%,-1,0%
N#C/C(=C\C=C\c1ccccc1)C(=O)NCc1cccnc1,-46%,1%[57.1 µM],-1%,-4%,-1%,-17%,-11%[57.1 µM],3,3%
Cc1ccc(/C=C2/C(=N)N3N=C(CC(=O)N4CCCC4)SC3=NC2=O)o1,-14%,-30%,-3%,-2%,-2%,-18%,-21%,-2,5%
Cc1ccc(S(=O)(=O)N2CCCC(c3nnc4n3-c3ccccc3SC4)C2)cc1 (stereo not given),-10%,3%,-1%,0%,-12%,-15%,-2%,-5,1%
O=C1OC(c2ccccc2)=N/C1=C\C=C\c1ccccc1[N+](=O)[O-],7%,-8%,-1%,1%,-10%,1%,-5%,-3,2%
Cc1nn2cc(-c3ccccc3)nc2s1,-12%,5%,2%,-7%,0%,?,-7%,-1,5%
O=C(Oc1ccccc1OC(=O)N1CCOCC1)N1CCOCC1,6%,8%,-1%,-5%,.,-1%,1%,-4,2%
O=C(COC(=O)CCSc1ccccc1)NCc1ccccc1,2%,3%[57.1 µM],4%,4%,3%,-6%,2%[57.1 µM],-2,0%

# Next section:
SMILES,RGS4 inh,TrxR1 inh,Vif-A3G inh,Glioma ERSR ind,Vif-APOBEC3F blk,USP1 inh,TrxR1 substrate,LDHA inh,mIDH1 inhibitor
COC(=O)c1sc(S(=O)(=O)Nc2c(C)nn(C)c2C)c(C(=O)OC)c1C,-3%,12%,1%,0%,1%,-19%,5%,-4,0%
Cc1nc2c(nc1C)C(=O)c1ccccc1C2=O,31%,16%[57.1 µM],-14%,2%,3%,?,9%[57.1 µM],5,-6%
Fc1ccc(N/N=C2/CC(c3ccccc3)Oc3ccccc32)c(F)c1 (stereo not given),-17%,-16%,-24%,8%,-15%,-26%,-2%,3,0%
CCc1nn(-c2ccccc2)c(N)c1C#N,11%,7%[57.1 µM],0%,0%,2%,-12%,8%[57.1 µM],-9,17%
CC(/C=N/NC(=O)c1ccccc1F)c1ccccc1 (stereo not given),20%,12%,1%,10%,1%,-16%,1%,-6,-1%
COc1ccccc1C(=O)N1CCN=C1c1ccccc1,2%,7%,1%,3%,3%,-6%,3%,-1,6%
N/C(=N\OC(=O)c1cc(Cl)ccc1Cl)c1ccccn1,7%[11.4 µM],0%,-14%,-11%,-10%,-12%,-7%,-4,6%
COc1ccc(NC(=O)CSc2nnc3c(C)cc4ccccc4n23)cc1,-16%,10%[57.1 µM],-6%,-1%,2%,-23%,2%[57.1 µM],-6,3%
Cc1ccc(S(=O)(=O)N2CCN(C(=O)CN3CCCCC3)C2)cc1,25%,-1%[57.1 µM],0%,-5%,-6%,-1%,1%[57.1 µM],0,14%
Cc1cc(C(C)(C)C)c(O)c(C(C)(C)C)c1,-2%,?,0%,-2%&-5%&-3%,5%,-26%,8%,-6,-4%
COCc1c(C(=O)N/N=C/c2c[nH]c3ccccc23)nnn1-c1nonc1N,7%,26%[57.1 µM],-11%,1%,-7%,-16%,-14%[57.1 µM],1,7%
COc1ccc(OC)c(NC(=O)C2CCCCC2)c1,2%,9%,-1%,0%,-7%,-6%,-1%,-13,-4%
COC(=O)c1cc2oc3ccccc3c2n1Cc1ccccn1,24%,-2%,-5%,2%,-9%,-23%,24%,-2,11%
O=C(Cn1cnc2ccccc21)N1CCN(S(=O)(=O)c2ccccc2)CC1,5%,28%[57.1 µM],0%,0%,7%,-6%,11%[57.1 µM],-7,12%
CCOc1ccccc1N1CC(C(=O)N(CC)CC(=O)Nc2ccc3c(c2)OCCO3)CC1=O (stereo not given),9%,7%,0%,-2%,1%,2%,1%,-5,-1%
CCOC(=O)[C@H]1[C@H]2COc3cc(OC)ccc3[C@@H]2N2C(=O)c3cc(F)c(F)cc3NC(=O)[C@@]12C,8%,1%[57.1 µM],-7%,-6%,-4%,14%,5%[57.1 µM],0,-15%
Cn1nnnc1SCC(=O)Nc1nc2c(F)c(F)c(F)cc2s1,-3%,16%,0%,4%,1%,-14%,3%,-1,0%
Cc1ccc2nc(N3CCN(C(=O)C4COc5ccccc5O4)CC3)sc2c1 (stereo not given),19%,26%[57.1 µM],8%,0%,2%,-43%,4%[57.1 µM],2,-12%
CC(=O)Nc1ccc(NC(=O)CCCN2C(=O)c3ccccc3C2=O)cc1,-3%,-5%[57.1 µM],1%,-5%,4%,1%,-6%,3,0%
CCOC(=O)c1c(NC(=O)c2cccs2)sc(C(=O)N(C)C)c1C,?,-11%,-3%,-5%,-3%,-16%,1%,-7,8%
CCOC(=O)C(c1ccccc1)N1CCN(c2ccc(OC)cc2)CC1 (stereo not given),-9%[11.4 µM],2%,1%,-3%,8%,-24%,11%[57.1 µM],0,1%
CCOC(=O)CC1C(=O)NC2CCCCC2N1C(=O)Nc1ccc(Cl)cc1 (stereo not given),-12%,-116%,0%,0%,-7%,-17%,-5%,1,10%
O=C(CCCCCN1C(=O)c2ccccc2C1=O)Nc1ccc2c(c1)OCCO2,-1%[11.4 µM],13%,4%,-5%,1%,0%,6%[57.1 µM],0,5%
S=c1[nH]nc(CCc2ccccc2)n1-c1ccc(Cl)cc1,-46%,-16%,1%,0%,3%,-14%,-2%,-5,10%
CCCc1nc2cc3c(cc2[nH]1)n(C)c(=O)n3C,4%,-2%[57.1 µM],1%,-4%,-33%,-20%,7%[57.1 µM],18,10%

# Screening results deposited in PubChem BioAssay by National Center for Advancing Translational Sciences (NCATS).
